Compound activity: PubChem BioAssay, National Center for Advancing Translational Sciences (NCATS)
HT1080 IDH1KD tx: HT-1080 IDH1 knockdown cell toxicity (counter line) | HT-1080 IDH1 knockdown viability, ATP luminescence, 48 h | Potency, µM (series often up to 46.1 µM), for the others: at the top dose activity, negative = toxicity, most hits filed as cytotoxic | 360,000 tested, 2% active;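 note: potency is the fitted concentration of half-maximal effect; 0% = DMSO wells and -100% = cell-free medium wells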
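In this qHTS, HT-1080 cells depleted of IDH1 are exposed for 48 h at 37 °C to compound titrations. Toxicity is scored from CellTiter-Glo luminescence, with DMSO as full viability and medium alone as none.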
HT1080-NT tox: kills 2HG-producing HT-1080-NT fibrosarcoma cells. HT-1080-NT fibrosarcoma viability, CellTiter-Glo ATP luminescence, 48 h. Potency, µM (top dose mostly 46.1 µM), inactives show top-dose activity, negative = less viability, usual class: cytotoxic. 360,000 tested, 1.6% active. AID 686970;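 note: NT is the 2HG producing partner of a matched IDH1 knockdown line; potency is the fitted concentration of half-maximal effect; 0% = DMSO-treated cells and -100% = media-only wells without cells; nearly all actives have a fitted effect of over 55% in size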
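A 48-hour cytotoxicity screen used HT-1080-NT cells plated 2 hours before compound delivery. ATP-based CellTiter-Glo luminescence measured viability, normalized to DMSO and no-cell controls.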
MCF10A rerep: induces DNA re-replication in MCF 10a normal breast cells. AID 624296. Potency, µM (highest dose often 46.1 µM), inactives show at the highest dose activity, positive = re-replication, actives largely listed as activators. 350,000 tested, 2.9% active. MCF 10A DNA re-replication, Hoechst nuclear intensity, 48 h; note: potency is the fitted concentration of half-maximal effect; % of control where 0% means no effect; nearly all actives have a fitted effect of over 50% in size
SW480 rereplic: induces DNA re-replication in SW480 colon adenocarcinoma cells | SW480 DNA re-replication, Hoechst DNA content imaging, 48 h | Potency, µM (top dose mostly 46.1 µM), without a hit: at the top dose re-replication activation, most hits filed as activators | 340,000 tested, 1.8% active | AID 624297; note: potency is the fitted concentration of half-maximal effect; % of control where 0% means no effect; nearly all actives have a fitted effect of over 55% in size
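Image-based DNA-content assay: after two days of treatment, nuclei were labelled with the DNA dye Hoechst and imaged, and hits were compounds raising the count of nuclei showing high fluorescence intensity.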
ATXN2 expr inh: inhibitors of ATXN2 expression. HEK-293 ATXN2-luciferase reporter, luminescence, 24 h. 360,000 tested, 0.72% active. Potency, µM (highest dose often 57 µM), without a hit: top-dose activity change, negative = inhibition, usual class: inhibitors; note: potency is the fitted concentration of half-maximal effect; % is set by controls: 0 for no effect and ±100 for the full control effect; nearly all actives have a fitted effect of over 55% in size
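qHTS (up to 57 uM final) was run with 24 h compound exposure of reporter cells at 37 °C. Each well was multiplexed: SteadyGlo luminescence measured ATXN2-luciferase expression after a fluorogenic Gly-Phe-AFC viability readout (25 uM final).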
KB-3-1 cytotox: KB-3-1 parental cell cytotoxicity. KB-3-1 viability, CellTiter-Glo ATP luminescence, 72 h. 400,000 tested, 1.4% active. Potency, µM (series often up to 46.1 µM), without a hit: at the top dose activity change, negative = cytotoxic, hits mostly cytotoxic. AID 1347075; note: potency is the fitted concentration of half-maximal effect; % is set by controls: 0 for no effect and ±100 for the full control effect; nearly all actives have a fitted effect of over 60% in size
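KB-3-1 parental drug-naive adenocarcinoma cells in DMEM/10% FBS, incubated 72 h at 37 C with pin-transferred compounds across a concentration series. Viability by CellTiter-Glo luminescence; concentration-response curves fitted after normalization.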
IL-1B inflam inh: inhibitors of inflammasome signaling (IL-1 beta secretion); THP-1 LPS/ATP IL-1B secretion, AlphaLISA, 16 h; hits give low values; activity change, % at 57.5 µM; 360,000 tested, 4.7% active; in the data active = activity change below about -50%; inconclusive = mostly about -30% to -49%; note: % is set by controls: 0 for no effect and ±100 for the full control effect
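THP-1 cells pretreated 1 hr with compounds (up to 57.5 uM final), then stimulated with LPS (250 ng/mL final) plus ATP (1.25 mM final); secreted IL-1B measured by AlphaLISA after 16 hr, decreased signal indicating inhibition.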
S2 tox: reduces viability in counter-screen for ATXN expression inhibitors | S2 cells (HEK-293 line with an ATXN2-luciferase reporter) viability, CellTiter-Fluor protease fluorescence, 24 h | Potency, µM (titrated, usually from 56.7 µM), actives largely listed as cytotoxic | 400,000 tested, 0.49% active; note: potency is the fitted concentration of half-maximal effect; nearly all actives have a fitted effect of over 40% in size
HepG2 viability: HepG2 cytotoxicity, counter-screen for TGF-b inhibitors; HepG2 CAGA-GFP viability, ATP luminescence, 18 h; AID 588856; Potency, µM (series often up to 46.1 µM), without a hit: at the highest dose activity change, negative = cytotoxicity, most hits filed as cytotoxic; 410,000 tested, 0.76% active; note: potency is the fitted concentration of half-maximal effect; some results filed as inactive show a strong effect at the top dose
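HepG2 CAGA-GFP cells (1000/well, DMEM with 1% FBS) received compound, then TGF-beta at 500 pg/mL final, and were incubated 18 hours at 37 degrees C. Viability was read by CellTiter-Glo luminescence. Media-only wells were set as complete cell-killing and DMSO as no toxicity.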
Numbers without * were called inactive; i = inactive; ? = inconclusive; . = no result given; [ ] = another dose, or the depositor's remark. Unless noted, calls come from the whole dose curve; as a rule, active = well fitted curve in the direction sought with a large enough effect; inconclusive = small, poorly fitted or top-dose-only effect, or another doubt; inactive = no such curve, though single readings can be large; an effect the other way counts as inactive or inconclusive. Compounds as they come; about 8.9% have a hit in one of these screens.

SMILES	HT1080 IDH1KD tx	HT1080-NT tox	MCF10A rerep	SW480 rereplic	ATXN2 expr inh	KB-3-1 cytotox	IL-1B inflam inh	S2 tox	HepG2 viability
O=C(c1ccccn1)N1CCN(c2ccc(C(F)(F)F)cn2)CC1	-4%	-16%	16%	-7%	-10%	-15%	-8	i	-30%
COC(=O)C(C(=O)OC)C(C[N+](=O)[O-])c1ccc(OC)c(OC)c1 (stereo not given)	15%	4%	20%	-4%	47%[activator]	1%	53	?	-14%
CC(=O)Nc1ccc(OCCCNC(=O)c2c(-c3ccccc3)noc2C)cc1	0%	1%	-8%	-14%	-18%	-21%	13	i	-1%
O=C(NCCc1ccccc1)c1cccnc1	17%	16%	-4%	3%	23%	13%	14	i	-15%
O=C(CCc1ccccc1)Nc1ccnn1C1CCN(C/C=C/c2ccccc2)CC1	-5%	-7%	-13%	9%	-15%	27%	-13	i	-21%
COc1ccccc1NC(=O)C(C)OC(=O)CCCN=C1NS(=O)(=O)c2ccccc21 (stereo not given)	-10%	-18%	7%	0%	3%	1%	-5	i	-16%
CCN(c1cccc(C)c1)c1nc2ccsc2c(=O)s1	-1%	-8%	8%	-2%	2%	0%	26	i	-10%
CCc1noc(C)c1C(=O)N(Cc1ccccc1)c1c(N)n(CCOC)c(=O)[nH]c1=O	9%	0%	1%	0%	-1%	9%	-6	i	-7%
COCCN(C(=O)COC(=O)CNC(=O)c1cccs1)c1c(N)n(Cc2ccccc2)c(=O)[nH]c1=O	24%	13%	6%	-4%	0%	19%	5	i	-26%
COc1cccc(N2CCN(C(=O)CCCCCn3c(=S)[nH]c4cc5c(cc4c3=O)OCO5)CC2)c1	10%	9%	?	?	-31%	2%	0	?	-18%
O=C(CCS(=O)(=O)c1ccccc1)Nc1ccc2c(c1)C(=O)NC2=O	10%	0%	-2%	0%	-2%	0%	6	i	-5%
CCOC(=O)Cn1c(=O)oc2cc(S(=O)(=O)NCCc3ccc(C)cc3)ccc21	-2%	0%	10%	1%	0%	9%	13	i	4%
CSc1ccc(Cn2c(C)c(C(=O)NCc3ccc(C(C)C)cc3)sc2=O)cc1	-5%	-9%	.	.	4%	18µM*	-18	i	-4%
COc1ccccc1C(=O)COC(=O)CN1C(=O)NC2(CCCC2)C1=O	9%	8%	3%	-5%	10%	10%	9	?	-7%
COc1ccc(N(C)C(=O)C2CCCN2S(=O)(=O)c2cccc3nsnc23)c(OC)c1 (stereo not given)	6%	-4%	13%	-10%	.	-4%	-27	i	-8%
CCOC(=O)C1=C(c2ccccc2)NC(=S)NC1c1cc([N+](=O)[O-])ccc1OC (stereo not given)	-4%	-5%	-2%	17%	-18%	-19%	-6	i	-6%
Cc1nc(NC(=O)CSc2nnc(Cn3nnc4ccccc43)n2C)sc1C	9%	16%	2%	2%	3%	20%	-6	i	27%
CCc1ccc(C(=O)c2cn(CC(=O)Nc3ccc4c(c3)OCO4)c3ccc(Cl)cc3c2=O)cc1	.	.	.	.	2%	10%	.	i	7%
Cc1ccc2[nH]c3c(=O)n(CCCN4CCOCC4)cnc3c2c1	-3%	-4%	0%	-7%	66%[activator]	12%	1	?	3%
Cc1ccc(CNC(=O)C2CCN(S(=O)(=O)Cc3ccccc3)CC2)cc1	.	.	.	.	2%	11%	.	i	7%

Entries listed so far that have a nitro group on carbon (2):
SMILES	HT1080 IDH1KD tx	HT1080-NT tox	MCF10A rerep	SW480 rereplic	ATXN2 expr inh	KB-3-1 cytotox	IL-1B inflam inh	S2 tox	HepG2 viability
COC(=O)C(C(=O)OC)C(C[N+](=O)[O-])c1ccc(OC)c(OC)c1 (stereo not given)	15%	4%	20%	-4%	47%[activator]	1%	53	?	-14%
CCOC(=O)C1=C(c2ccccc2)NC(=S)NC1c1cc([N+](=O)[O-])ccc1OC (stereo not given)	-4%	-5%	-2%	17%	-18%	-19%	-6	i	-6%

Next records follow:
SMILES	HT1080 IDH1KD tx	HT1080-NT tox	MCF10A rerep	SW480 rereplic	ATXN2 expr inh	KB-3-1 cytotox	IL-1B inflam inh	S2 tox	HepG2 viability
CCCCN(C(=O)NC(=O)Nc1ccccc1OC)S(C)(=O)=O	-14%	4%	?	0%	-9%	2%	22	i	-1%
OC(c1ccc(Cl)c(F)c1)c1ncc(-c2ccccc2C(F)(F)F)[nH]1 (stereo not given)	0%	-19%	.	.	-5%	0%	32	i	-28%
Cc1cc(NC(=O)CSCC(=O)OCC(=O)Nc2cc(C)c(C)cc2[N+](=O)[O-])no1	-4%	0%	-1%	-12%	1%	-8%	-4	i	-10%
CCOC(=O)c1cnc2nc(NCc3ccc(OC)c(OC)c3)[nH]n2c1=O	16%	11%	-1%	-4%	-23%	-1%	19	i	-1%
O=Cc1ccc(F)c([B-](F)(F)F)c1	-7%	-2%	1%	-4%	1%	0%	-4	i	-3%
CS(=O)(=O)N(Cc1ccccc1)c1ccccc1C(=O)N1CCN(c2ccccc2)CC1	-13%	0%	4%	-1%	-13%	-9%	0	i	-16%
O=C(c1ccc2c(c1)OCO2)N1CCN(S(=O)(=O)c2ccc(Cl)cc2)CC1	11%	-1%	10%	-6%	2%	2%	0	i	3%
Cc1c(NS(=O)(=O)c2ccc(N)cc2)c(=O)n(-c2ccccc2)n1C	-3%	6%	3%	-9%[9.22 µM]	5%	4%	6	i	2%
O=C1NCCN1C(=O)c1cccc(Cl)c1	8%	7%	-1%	-1%[9.22 µM]	-8%	0%	-3	?	18%
CCOC(=O)N1CCC(Nc2ccc3nnc(-c4ccccc4)n3n2)CC1	-2%	-6%	?	-10%	-13%	0%	-19	?	5%
Fc1ccc(OCCOCCN2CCCC2)cc1	16%	5%	2%	-12%	-12%	9%	8	i	7%
N#Cc1c(NC(=O)CCCN2C(=O)c3ccccc3C2=O)oc(-c2ccccc2)c1-c1ccccc1	-3%	-1%	?	0%	-1%	2%	-18	i	-21%
CCOC(=O)c1c(-c2ccc(C)o2)csc1NC(=O)CN1CCCCC1	?	?	23µM*	1%	8%	-29%	?	i	8%
Cc1noc(C)c1NC(=O)NC(c1ccccc1)c1ccccc1	6%	7%	10%	-3%	-6%	-3%	28	i	-11%
Cc1nn(-c2ccccc2)c2sc(C(=O)NC3CCCCC3)cc12	?	-24%	-4%	-3%	-5%	7%	?	i	-4%
CC(C)(C)c1ccc(/C=N/NC(=O)C(=O)NCCCN2CCOCC2)cc1	-5%	-1%	?	3%	-16%	2%	-3	i	-13%
COc1ccc(N2CCN(C(=O)COC(=O)CCOc3ccc(C)cc3)CC2)cc1	14%	27%	-3%	-5%	1%	1%	5	i	-5%
O=C(CN1CCSC1=O)Nc1ccc(N2CCOCC2)cc1	7%	5%	10%	-77%[inhibitor]	29%	-2%	2	i	-7%
CC(=O)C(N=Nc1ccccc1)(Sc1nnc(-c2ccccc2)n1-c1ccccc1)C(C)=O	-30%	-28%	8%	?	-21%	?	-5	?	2%
O=C(CSCc1c(Cl)cccc1Cl)NCc1cccnc1	-4%	4%	?	7%	-15%	14%	0	i	-24%

Entries shown so far containing an aryl thioether with sulfur outside any ring:
SMILES	HT1080 IDH1KD tx	HT1080-NT tox	MCF10A rerep	SW480 rereplic	ATXN2 expr inh	KB-3-1 cytotox	IL-1B inflam inh	S2 tox	HepG2 viability
CSc1ccc(Cn2c(C)c(C(=O)NCc3ccc(C(C)C)cc3)sc2=O)cc1	-5%	-9%	.	.	4%	18µM*	-18	i	-4%
Cc1nc(NC(=O)CSc2nnc(Cn3nnc4ccccc43)n2C)sc1C	9%	16%	2%	2%	3%	20%	-6	i	27%
CC(=O)C(N=Nc1ccccc1)(Sc1nnc(-c2ccccc2)n1-c1ccccc1)C(C)=O	-30%	-28%	8%	?	-21%	?	-5	?	2%

3 compounds out of the list above, sorted by their value in IL-1B inflam inh, high to low.
Structure	IL-1B inflam inh
Cc1noc(C)c1NC(=O)NC(c1ccccc1)c1ccccc1	28
CC(=O)C(N=Nc1ccccc1)(Sc1nnc(-c2ccccc2)n1-c1ccccc1)C(C)=O	-5
N#Cc1c(NC(=O)CCCN2C(=O)c3ccccc3C2=O)oc(-c2ccccc2)c1-c1ccccc1	-18

More entries.
SMILES	HT1080 IDH1KD tx	HT1080-NT tox	MCF10A rerep	SW480 rereplic	ATXN2 expr inh	KB-3-1 cytotox	IL-1B inflam inh	S2 tox	HepG2 viability
CCOC(=O)N1CCC(N(CCN(C)C)C(=S)Nc2ccccc2OCC)CC1	-1%	0%	4%	2%	.	-1%	-8	i	-4%
COc1cc2c(c(OC)c1)C(c1ccncc1)CC(=O)N2 (stereo not given)	3%	9%	2%	-21%	3%	5%	15	i	-1%
c1ccc(OCCCCn2cnc3ccccc32)cc1	?	-5%	2%	4%	-12%	-12%	-20	i	-29%
C[C@@H]1CN([C@@H](C)CO)C(=O)c2cc(Br)cnc2O[C@@H]1CN(C)C(=O)CN(C)C	15%	4%	.	.	1%	-2%	6	i	-3%
CN(/N=C/C=C/c1ccccc1)c1cc(=O)n(C)c(=O)[nH]1	12%	6%	-7%	3%	7%	6%	38	i	-21%
CCN1/C(=C\C=C2\C(=O)N(C)C(=S)N2C)Sc2ccccc21	-5%	19%	7%	4%	77%[activator]	1%	20	i	-17%
CC(C)NC(=O)N(C)C[C@H]1OCCCC[C@@H](C)Oc2ccc(NC(=O)C3CCCCC3)cc2C(=O)N([C@H](C)CO)C[C@@H]1C	-1%	-1%	.	.	-9%	-2%	-12	i	-6%
c1ccc(CN2CCC3(CCCc4ccccc43)CC2)cc1	16µM*	?	23%	-35%[inhibitor]	-34%	0%	3	?	-37%
O=C(O)/C(=C\c1ccc(C(F)(F)F)cc1)c1ccc(S(=O)(=O)N2CCCC2)s1	-1%	0%	8%	-4%	3%	3%	16	i	-30%
CCOC(=O)C1CCN(S(=O)(=O)c2ccc(CC)cc2)CC1	5%	-4%	?	1%	-7%	17%	21	i	3%
